tim10-1 inh – tim10-1 yeast growth inhibition. inhibition, % at 20 µM. AID 463190. actives 2.2% (n = 330,000). S. cerevisiae tim10-1 ts strain growth, BacTiter-Glo, 24 h;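 active means inhibition of at least 40%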;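 further: mutant grown at 25 °C; 0% = DMSO wells with yeast and 100% = wells holding no yeast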
TIM10 inh – TIM10 yeast growth inhibition. actives 1.4% (n = 330,000). S. cerevisiae TIM10 strain growth, BacTiter-Glo luminescence, 24 h. AID 463195. inhibition, % at 10 µM;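 active means inhibition of 40% or more at the single tested concentration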;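 further: wild-type TIM10 isogenic control strain grown at permissive 25 °C; 0% = DMSO yeast wells and 100% = minimal medium wells without yeast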
Apaf-1 inh – inhibitors of human Apaf-1 apoptosome; inhibition, % at 20 µM; actives 0.71% (n = 330,000); AID 489030; O14727; reconstituted apoptosome caspase-3 activity, DEVD-Rh110 fluorescence; active means inhibition of at least 40% at 20 µM;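 further: plate controls were DMSO wells for no effect and DEVD-CHO caspase inhibitor wells for full effect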
Target sequence (O14727 whole entry, looked up): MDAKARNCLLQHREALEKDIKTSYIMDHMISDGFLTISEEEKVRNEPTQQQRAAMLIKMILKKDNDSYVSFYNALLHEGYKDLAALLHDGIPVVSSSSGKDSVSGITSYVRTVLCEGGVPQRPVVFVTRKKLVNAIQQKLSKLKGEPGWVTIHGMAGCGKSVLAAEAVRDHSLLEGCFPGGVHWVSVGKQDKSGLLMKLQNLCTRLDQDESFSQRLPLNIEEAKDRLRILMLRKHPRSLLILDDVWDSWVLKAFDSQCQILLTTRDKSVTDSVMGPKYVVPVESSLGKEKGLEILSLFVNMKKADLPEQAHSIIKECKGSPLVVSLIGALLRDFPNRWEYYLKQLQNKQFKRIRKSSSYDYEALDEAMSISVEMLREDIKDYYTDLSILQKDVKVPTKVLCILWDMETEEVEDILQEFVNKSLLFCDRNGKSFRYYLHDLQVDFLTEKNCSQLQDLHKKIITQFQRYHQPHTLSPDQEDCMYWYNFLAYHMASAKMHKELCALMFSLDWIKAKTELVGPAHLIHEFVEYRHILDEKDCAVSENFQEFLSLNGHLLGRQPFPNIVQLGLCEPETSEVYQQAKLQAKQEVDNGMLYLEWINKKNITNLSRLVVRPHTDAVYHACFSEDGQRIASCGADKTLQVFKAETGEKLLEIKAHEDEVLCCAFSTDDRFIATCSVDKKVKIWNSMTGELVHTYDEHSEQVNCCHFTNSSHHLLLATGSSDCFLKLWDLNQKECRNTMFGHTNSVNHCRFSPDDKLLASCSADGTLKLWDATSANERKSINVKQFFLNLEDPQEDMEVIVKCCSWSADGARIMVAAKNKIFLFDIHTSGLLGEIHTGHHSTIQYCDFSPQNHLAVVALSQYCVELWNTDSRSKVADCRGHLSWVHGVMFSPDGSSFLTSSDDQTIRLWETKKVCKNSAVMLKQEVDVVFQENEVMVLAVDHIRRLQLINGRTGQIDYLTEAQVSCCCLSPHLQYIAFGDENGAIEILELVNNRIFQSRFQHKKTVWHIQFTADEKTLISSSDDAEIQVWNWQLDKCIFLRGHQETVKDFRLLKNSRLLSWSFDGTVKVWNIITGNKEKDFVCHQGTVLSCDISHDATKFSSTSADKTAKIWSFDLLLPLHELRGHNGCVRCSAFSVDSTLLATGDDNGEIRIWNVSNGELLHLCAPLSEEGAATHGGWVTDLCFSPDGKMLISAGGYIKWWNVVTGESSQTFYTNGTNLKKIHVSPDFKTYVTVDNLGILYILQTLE
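Medium: Hepes buffer, pH 7.5 / System: biochemical Apaf-1 apoptosome reconstitution / Measured by: Rh110 fluorescence, excitation 480 nm, emission 540 nm / Times: compound with Apaf-1, dATP, procaspase-3 30 min, then 50 min reaction, room temperature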
ATG4B inh – ATG4B (human) cysteine protease inhibition | ATG4B cleavage of LC3-PLA2, NBD-HPC fluorescence, 1 h | inhibition, % at 8.33 µM | actives 0.51% (n = 340,000); in the data active means inhibition above about 40%
hIAP block – blocks human intestinal alkaline phosphatase. AID 2544. inhibition, % at 10 µM. P09923. actives 0.12% (n = 330,000). purified IAP, CDP-Star luminescence, 30 min;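 active means inhibition reaching a set limit with compound at 10 µM in the primary screen, cut at about 35% in these data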;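 further: plate controls were DMSO wells with enzyme for no effect and no-enzyme buffer wells for full effect; values of inactives mirror those of a sister screen read the other way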
hIAP act – increases human intestinal alkaline phosphatase activity | P09923 | purified human IAP, CDP-Star luminescence, 30 min; stronger effect = higher value; 1 = vehicle-only enzyme, 0 = enzyme-free background | activation factor at 10 µM | actives 0.16% (n = 330,000) | AID 2524;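 active means activation factor of the enzyme at least 2-fold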; further: the source names both 10 and 20 µM as test concentration; values of inactives mirror those of a sister screen read the other way
NLRP3 yeast inh – inhibitors of NALP3 inflammasome in yeast; Yeast reconstituted NLRP3/ASC/caspase-1, beta-gal luminescence, 24 h; inhibition, % at 10 µM; actives 0.39% (n = 330,000); AID 2825;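 active means inhibition of 50% or more; inactive means inhibition below 50%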;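 further: plate controls were induced DMSO wells for no effect and uninduced yeast grown without galactose for full effect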
mIAP block – blocks mouse intestinal alkaline phosphatase | actives 0.2% (n = 330,000) | AID 2806 | inhibition, % at 10 µM | purified mouse IAP, CDP-Star luminescence, 30 min;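 active means inhibition of at least 40% at 10 µM in the primary screen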;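 further: plate controls were DMSO with enzyme for no effect and no enzyme wells for full effect; values of inactives mirror those of a sister screen read the other way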
mIAP activ – mouse IAP activation. muIAP, CDP-Star luminescence, 30 min; stronger effect = higher value; 1 = vehicle-only enzyme signal, 0 = enzyme-free wells. activation factor at 10 µM. actives 0.24% (n = 330,000);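 active means activation factor of at least 2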; further: the source names both 10 and 20 µM as test concentration; values of inactives mirror those of a sister screen read the other way
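Assay system: mouse IAP enzyme; reagent: chemiluminescent substrate CDP-Star; dosing: test compounds delivered from DMSO solution; schedule: 30 min at room temperature; measured by: luminescence from enzymatic CDP-Star hydrolysis; controls: DMSO-only wells and no-enzyme negative control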
Active calls of the source: *; / = not tested or not shown.

Values in the order: Apaf-1 inh, hIAP block, ATG4B inh, NLRP3 yeast inh, mIAP activ, mIAP block, TIM10 inh, tim10-1 inh, hIAP act
CC1C=CCC2C(=O)N(c3cccc(C(=O)Nc4ccc(F)cc4)c3)C(=O)C12 (centres undefined)
  11, -6, 1, 14, 1, -1, 7, 6, 1.1
Cc1ccc(NC(=O)COC(=O)CCn2c(C)csc2=O)cc1S(=O)(=O)N1CCOCC1
  10, 0, 1, 7, 1, -4, -7, -12, 0.99
NC1=NC[C@H](Cc2ccccc2)N1CCc1cccc(F)c1
  12, 17, 3, 6, 1.1, -6, -5, 11, 0.83
CCOC(=O)C1=C(N)Oc2cc(O)ccc2C1c1cccnc1 (centres undefined)
  -1, -8, -15, 8, 1.1, -8, -6, 18, 1.1
CON(C)S(=O)(=O)c1cccc(C(=O)N(CC(=O)Nc2ccccc2C(F)(F)F)Cc2ccco2)c1
  20, -12, -6, 11, 1, -1, 7, 7, 1.1
Cc1ccc(-c2noc(CCC(=O)Nc3ccc4c(c3)OCO4)n2)cc1
  1, -19, -2, 30, 1.1, -8, 2, 10, 1.2
Cc1ccc(S(=O)(=O)N(Cc2n[nH]c(=S)n2-c2ccccc2)c2ccccc2)cc1
  2, -17, -1, 17, 1, 0, 15, 17, 1.2
CC(NC(=O)c1ccccc1C(=O)O)c1ccc(-n2ccnc2)cc1 (centres undefined)
  -10, 17, 8, 17, 1, 0, -2, -16, 0.83
O=C(c1cccc([N+](=O)[O-])c1)N1CCCC(C(=O)N2CCCCCC2)C1 (centres undefined)
  -10, 2, -3, 6, 0.92, 8, -1, -4, 0.98
CC(N)=Nc1ccc([N+](=O)[O-])cc1
  -4, -1, 29, 8, 0.94, 6, 4, -6, 1
CCOC(=O)C(=O)Nc1ccccc1C#N
  -10, -7, -4, -5, 0.97, 3, 8, 8, 1.1
Cc1nc(Cc2nnc(SCC(=O)N3CC(=O)Nc4ccccc43)o2)cs1
  -8, 1, -2, -3, 0.94, 6, -3, 4, 0.99
O=C(CN(Cc1ccc(F)cc1)C(=O)CCC(=O)Nc1ccccn1)NCCc1ccccc1
  0, -23, -11, 17, 0.99, 1, 12, -5, 1.2
Cc1cc(=O)oc(C)c1C(=O)OCC(=O)c1ccc(Cl)cc1
  4, -5, 3, 5, 0.91, 9, 8, 9, 1.1
Cc1ccccc1C(=O)NNC(=O)C1CC(=O)N(Cc2ccccc2)C1 (centres undefined)
  3, 4, 7, -1, 0.99, 1, 4, -13, 0.96
C=CCC[C@@H](Cc1ccc(F)cc1)C(=O)OC[C@@H](NC(=O)[C@H](CC=C)CC(=O)NCCO)C(C)(C)C
  15, -4, -1, 17, 0.88, 12, -2, -5, 1
COc1ccc(N(CC(=O)NCc2ccccc2OC)S(=O)(=O)c2ccccc2[N+](=O)[O-])c(OC)c1
  7, 6, -1, 12, 0.91, 9, 19, 19, 0.94
Cc1cc(=O)oc(C)c1C(=O)Nc1ccc(Cl)cn1
  -14, -7, -3, 8, 1, 0, 0, 11, 1.1
O=C1CCCC(=O)C1CS(=O)(=O)c1ccccc1
  -2, -6, 7, -1, 1.1, -8, 8, 13, 1.1
COc1cccc(CNCCSc2nnnn2C)c1
  -3, -24, 6, 7, 1, -1, 4, 16, 1.2
Cc1ccc(F)cc1NC(=O)C1CCN(c2cnccn2)CC1
  -6, -13, -1, 21, 0.9, 10, 1, -8, 1.1
S=C(Nc1ccccc1Cl)N(Cc1cccnc1)Cc1ccco1
  -8, 18, 6, 4, 0.95, 5, 7, 19, 0.82
CN1CCCC(OC(=O)c2ccc(Cl)cc2)C1 (centres undefined)
  -17, -6, -5, 13, 0.98, 2, 6, 1, 1.1
Cc1ccc(Cl)cc1N(CC(=O)NC1CCCC1)C(=O)c1csnn1
  -1, 9, 3, 3, 0.92, 8, 1, 6, 0.91
COc1ccc(NC(=O)c2csc(C)c2)cc1OC
  5, -25, -4, 21, 1, -4, 6, 13, 1.2
COc1ccccc1/C=C/C(=O)NC(=S)NC(C)C
  14, 12, -9, 21, 0.98, 2, 11, -3, 0.88
Nc1nnc(CC(=O)N/N=C/c2ccccc2OCc2ccccc2F)s1
  -13, -12, -5, 9, 0.98, 2, 8, -12, 1.1
N#CCSc1nc2ccc(N3CCCCC3)cc2c(=O)n1Cc1ccccc1
  7, -3, 4, 8, 0.89, 11, 16, 38, 1
Cn1c(Cn2c(=O)sc3ccccc32)nnc1SCC(=O)Nc1cccc(F)c1
  -8, 13, -2, 14, 0.92, 8, 14, 7, 0.87
Cc1ccc(C(C)(C)C)cc1S(=O)(=O)Nc1nc2ccccc2nc1Cl
  13, -7, -10, 4, 0.96, 4, 18, 41*, 1.1
Cc1cccc[n+]1CC(=O)c1ccc(Cl)cc1
  -5, -6, 1, 13, 1.1, -10, -1, 3, 1.1
Cc1cc(N2CCN(c3ccc(F)cc3)CC2)nc2cc(O)ccc12
  17, 4, -6, 0, 1.1, -6, -14, -27, 0.96
Cc1ccccc1NC(=O)CN1C(=O)C2C3CC(C(Br)C3Br)C2C1=O (centres undefined)
  8, -19, 2, 3, 0.86, 14, 3, 30, 1.2
Clc1ccc(Nc2nc(-c3cccnc3)cs2)cc1
  5, 8, 0, 7, 1.1, -13, 20, 16, 0.92
Cc1cccc(C)c1NC(=O)CN1CCNCC1
  -11, 1, -5, 10, 1, -1, -15, 5, 0.99
CC(C)(C)[C@@H]1C=C(C(=O)N2CCN(Cc3ccccc3)CC2)O[C@H](OCc2ccc(CO)cc2)C1
  23, -9, -13, -5, 1, -5, -18, 9, 1.1
O=S(=O)(NCc1ccccn1)c1ccc2c(c1)OCCO2
  -8, -6, 21, 23, 0.93, 8, 4, 12, 1.1
O=c1[nH]c(/C=C/c2ccc3c(c2)OCO3)c([N+](=O)[O-])c(=O)[nH]1
  1, 13, /, 8, 0.92, 8, 4, 7, 0.87
CCC(C)(C)n1nnnc1C(c1cccnc1)N1CCN(c2cccc(C(F)(F)F)c2)CC1 (centres undefined)
  27, 4, -10, 7, 1, -1, -27, -21, 0.96
COc1ccc(Cl)cc1-c1nc(-c2ccc(NC(=O)c3cccs3)cc2)no1
  4, 6, -3, 17, 0.88, 12, 33, 22, 0.94

Arranged by length of the SMILES (descending): part of the list above
Values in the order: Apaf-1 inh, hIAP block, ATG4B inh, NLRP3 yeast inh, mIAP activ, mIAP block, TIM10 inh, tim10-1 inh, hIAP act
Cc1ccc(C(C)(C)C)cc1S(=O)(=O)Nc1nc2ccccc2nc1Cl
  13, -7, -10, 4, 0.96, 4, 18, 41*, 1.1
COc1ccc(NC(=O)c2csc(C)c2)cc1OC
  5, -25, -4, 21, 1, -4, 6, 13, 1.2
CN1CCCC(OC(=O)c2ccc(Cl)cc2)C1 (centres undefined)
  -17, -6, -5, 13, 0.98, 2, 6, 1, 1.1

New compounds follow:
Values in the order: Apaf-1 inh, hIAP block, ATG4B inh, NLRP3 yeast inh, mIAP activ, mIAP block, TIM10 inh, tim10-1 inh, hIAP act
COc1ccc2ccccc2c1/C=N/O
  5, -10, -12, 22, 1, 0, -5, -6, 1.1
CC1CC(C)CN(C(=O)CN(C)S(=O)(=O)c2ccc3c(c2)c(=O)n(C)c(=O)n3C)C1 (centres undefined)
  4, 12, -11, 0, 0.96, 4, 8, 20, 0.88
COc1ccc(Cc2nnc(NC(=O)c3ccc(OC)cc3OC)s2)cc1
  6, 2, 4, 10, 1, 0, 12, 16, 0.98
O=C(c1ccco1)N1CCN(CCCCN2C(=O)c3ccccc3C2=O)CC1
  -2, -21, -7, 15, 1.1, -8, -14, -2, 1.2
COc1ccc(C)cc1S(=O)(=O)N(C)CC(=O)NCc1ccccn1
  -3, -1, -1, 15, 0.92, 8, 13, -10, 1
COc1cc(/C=C/C(=O)OCC(=O)NCc2ccco2)ccc1OCC#N
  -4, 2, -7, 10, 0.96, 4, 21, -1, 0.98
COc1cc(NC(=O)c2ccc(Cl)cc2Cl)ccc1NC(=O)c1cccs1
  1, -17, -6, 6, 0.95, 5, 1, -14, 1.2
O=C(COc1ccccc1Cl)Nc1ccc2oc(=O)ccc2c1
  1, 0, 4, 20, 1, 0, -12, -10, 1
CCOC(=O)Nc1ccc([N+](=O)[O-])cc1C
  -2, -10, 12, -7, 0.98, 2, 8, 9, 1.1
CC(C)Sc1nc2ccccc2n2cnnc12
  -7, 19, 1, 2, 1, -4, 8, 4, 0.81
CC1CN(C(=S)Nc2ccccc2C(F)(F)F)CC(C)O1 (centres undefined)
  -11, 20, 3, 6, 0.95, 4, 7, 9, 0.8
N#Cc1c(N)n(-c2ccccc2)c(=O)c2cc([N+](=O)[O-])ccc12
  5, -5, -2, 12, 0.98, 2, -16, -18, 1
CC(C)(C)C(=O)CN1C(=O)NC(c2ccccc2)(c2ccccc2)C1=O
  15, 17, -13, 9, 0.97, 2, 21, -6, 0.83
CCOC(=O)C1=C(CS(=O)(=O)c2ccccc2)NC(=O)NC1c1ccccc1OC (centres undefined)
  -8, 18, 0, 9, 0.99, 1, -1, 17, 0.82
CCOc1cccc(Oc2ncccc2C(=O)/C(C#N)=C/N(C)C)c1
  -10, -7, 2, 11, 0.99, 1, 11, 21, 1.1
O=S1(=O)CCC(n2ncc3c2/C(=C/c2ccccc2)CC3)C1 (centres undefined)
  16, -8, 18, 8, 0.83, 17, -13, 7, 1.1
CCOc1ccc(C(=O)NCCCN(CC)CC)cc1
  -20, 1, -3, 4, 0.99, 1, 10, 14, 0.99
COC(=O)c1cc(/C=C/c2ccccc2)[nH]n1
  -6, -45, -4, 9, 0.94, 6, -6, 1, 1.4
CCCOC(=O)c1c(NC(=O)C2CCCO2)sc(C(=O)OC)c1C (centres undefined)
  7, -31, -4, -2, 0.99, 1, -23, -13, 1.3
CCCCOC(=O)C(C)Nc1n[nH]c(=O)[nH]c1=O (centres undefined)
  -8, 13, 0, 10, 0.94, 6, 5, 10, 0.87
COc1ccccc1N(C)S(=O)(=O)c1ccc(C(=O)Nc2nnc(C)s2)cc1
  6, 1, 0, 6, 0.99, 1, 2, 3, 0.99
NC(=O)C1CCN(c2nc(-c3ccc4occc(=O)c4c3)cs2)CC1
  2, 13, -4, 0, 0.91, 9, 3, -12, 0.87
